# Screening data deposited in PubChem BioAssay by National Center for Advancing Translational Sciences (NCATS).
# SMN2 splice enh = increases expression of the SMN2 splice variant; Potency, µM (top dose mostly 46.1 µM), for inactives: at the top dose activity change, positive = activation, usual class: activators; hit rate 2.8% among 210,000; AID 1458; HEK293 SMN2-luciferase splicing reporter, luminescence, 30-36 h; also: % of control where 0% means no effect; nearly all actives have a fitted effect of over 55% in size
#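 HEK293 cells carry an SMN2 […]–luciferase reporter in which exon 7 inclusion puts luciferase in frame. Cells were plated 10-12 h before compound addition, then incubated 30-36 h at 37C. ONE-Glo luminescence was read; sodium butyrate at 4.5 mM final served as control.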
# KinaseGlo FLuc = Kinase-Glo luciferase inhibition (counter-screen); Q27757; Kinase-Glo luciferase, ATP luminescence, 8 min; Potency, µM (doses to about 38.3 µM), without a hit: at the highest dose activity change, negative = inhibition, most hits filed as inhibitors; hit rate 0.28% among 200,000; AID 1379; also: % is scaled to controls: 0 for no effect and ±100 for the full control effect; nearly all actives have a fitted effect of over 60% in size
#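 Luminescence was the read-out, taken after 8-minute incubation at ambient temperature. Luciferase turned over luciferin with 10 uM ATP in imidazole pH 7.2 buffer containing KCl, MgCl2, Tween 20 and BSA.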
# Tau fibril ThT = tau fibrillization inhibition (ThT binding); Potency, µM (top dose mostly 57.4 µM), inactives show top-dose activity, negative = inhibition, hits mostly inhibitors; hit rate 2.1% among 270,000; P10636; recombinant tau K18 P301L (four-repeat tau fragment), heparin-induced fibrillization, ThT fluorescence; also: % is scaled to controls: 0 for no effect and ±100 for the full control effect; nearly all actives have a fitted effect of over 55% in size
# Target sequence (P10636 561-689 P618L limits assumed): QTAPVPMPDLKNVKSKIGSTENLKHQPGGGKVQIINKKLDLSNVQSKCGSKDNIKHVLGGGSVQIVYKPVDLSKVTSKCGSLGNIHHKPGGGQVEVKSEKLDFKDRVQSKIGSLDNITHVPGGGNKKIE
#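 Recombinant human tau K18 fragment […] carrying P301L, 15 uM unlabeled plus 0.24 uM Alexa 594-labeled, was fibrillized with 20 uM heparin in 100 mM sodium acetate pH 7 for 6 hr at 37 C; 30 uM ThT fluorescence read after 1 hr.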
# L3MBTL1 inh = inhibitors of human L3MBTL1; Potency, µM (highest dose often 57.1 µM), for inactives: at the highest dose activity, negative = inhibition, actives largely listed as inhibitors; AID 485360; AlphaScreen L3MBTL1–H3K9me1 peptide binding; hit rate 0.66% among 230,000; also: % is scaled to controls: 0 for no effect and ±100 for the full control effect; nearly all actives have a fitted effect of over 60% in size
#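 L3MBTL1 (50 nM) pre-complexed 30 min with biotinylated H3(1-15)K9me1 peptide (75 nM), then compounds added for 30 min at room temperature; AlphaScreen streptavidin donor/nickel chelate acceptor beads (10 ug/mL final) read after 30 min dark incubation.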
# RECQ1 helicase = inhibitors of human RECQ1 DNA helicase; P46063; RECQ1 DNA unwinding, red fluorescence kinetic read; Potency, µM (highest dose often 57.3 µM), without a hit: top-dose activity, negative = inhibition, hits mostly inhibitors; hit rate 0.54% among 240,000;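 also: plate controls were vehicle for no effect and no enzyme for full effect; nearly all actives have a fitted effect of over 30% in size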
# Target sequence (P46063 whole entry, looked up): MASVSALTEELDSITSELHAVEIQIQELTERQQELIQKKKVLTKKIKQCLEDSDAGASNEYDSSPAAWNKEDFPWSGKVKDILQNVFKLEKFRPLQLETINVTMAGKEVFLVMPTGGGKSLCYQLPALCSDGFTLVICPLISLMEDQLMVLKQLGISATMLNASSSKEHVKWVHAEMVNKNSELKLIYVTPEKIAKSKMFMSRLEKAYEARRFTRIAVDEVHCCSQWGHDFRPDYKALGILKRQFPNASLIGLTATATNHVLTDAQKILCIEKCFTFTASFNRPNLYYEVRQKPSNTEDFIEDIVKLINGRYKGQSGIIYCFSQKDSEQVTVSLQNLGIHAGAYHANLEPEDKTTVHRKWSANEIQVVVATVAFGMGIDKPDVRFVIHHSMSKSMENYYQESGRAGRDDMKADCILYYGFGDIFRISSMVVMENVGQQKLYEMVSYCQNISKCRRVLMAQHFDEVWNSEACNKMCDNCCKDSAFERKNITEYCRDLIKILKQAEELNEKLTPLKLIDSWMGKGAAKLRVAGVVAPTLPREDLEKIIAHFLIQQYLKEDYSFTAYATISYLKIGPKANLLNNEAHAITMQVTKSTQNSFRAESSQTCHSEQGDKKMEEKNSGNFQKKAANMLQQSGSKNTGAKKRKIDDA
#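 RECQ1T1 50 nM; forked duplex (20 bp + 30-nt ss tails) 200 nM, ATP 2 mM final; pH 8.0, 2 mM MgCl2, 2.5 ug/ml poly(dI-dC); 15 min compound preincubation; discontinuous kinetic read over 2 h at RT.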
# JMJD2E inh = inhibitors of human JMJD2E histone demethylase; hit rate 1.6% among 230,000; JMJD2E catalytic domain, FDH-coupled NADH fluorescence (FDH is formaldehyde dehydrogenase); Potency, µM (titrated, usually from 57.1 µM), inactives show top-dose activity change, negative = inhibition, most hits filed as inhibitors; B2RXH2; active = well fitted inhibition curve with a large enough effect, not every such curve was filed as active; inconclusive = small, poorly fitted or top-dose-only effect, or another doubt; inactive = no such curve, though single readings can be large or run the other way;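 also: 0% = wells with enzyme and -100% = buffer wells without enzyme; nearly all actives have a fitted effect of over 50% in size; many of its hits are not listed in these tables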
# Target sequence (B2RXH2 1-337 limits assumed): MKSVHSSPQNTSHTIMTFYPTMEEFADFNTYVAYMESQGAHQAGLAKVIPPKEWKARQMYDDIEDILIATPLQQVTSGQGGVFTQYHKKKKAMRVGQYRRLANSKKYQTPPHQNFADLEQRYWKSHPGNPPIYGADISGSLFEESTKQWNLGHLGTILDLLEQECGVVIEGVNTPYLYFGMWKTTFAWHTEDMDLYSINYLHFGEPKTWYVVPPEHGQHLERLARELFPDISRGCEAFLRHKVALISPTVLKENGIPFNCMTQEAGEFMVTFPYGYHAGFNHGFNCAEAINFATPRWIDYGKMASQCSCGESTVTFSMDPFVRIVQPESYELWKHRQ
# Lamin A splicing = LMNA splicing modulation; HeLa LMNA splicing GFP/RFP minigene ratio, 48 h; Potency, µM (series often up to 46.1 µM), for the others: at the highest dose ratio change, negative = inhibition, hits mostly inhibitors; hit rate 0.01% among 200,000; active = well fitted inhibition curve with a large enough effect in the signal ratio, with a control signal flat, not every such curve was filed as active; inconclusive = small, poorly fitted or top-dose-only effect, or effect the other way, or a change in a side signal; the % refers to the signal ratio; also: % is scaled to controls: 0 for no effect and ±100 for the full control effect
#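 Read-out is the ratio of GFP to DsRed2 object intensity, acquired by 488 nm laser-scanning cytometry on HeLa lamin A-EGFP minigene reporter cells. Compound incubation 48 hrs at 37 °C in Opti-MEM with 2% FBS; DMSO 0.5% final.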
# ALDH1A1 inh = blocks purified human ALDH1A1 activity; hit rate 7.3% among 220,000; Potency, µM (series often up to 75.3 µM), for inactives: at the top dose activity, negative = inhibition, most hits filed as inhibitors; P00352; AID 1030; Purified ALDH1A1, NADH fluorescence, propionaldehyde substrate; active = well fitted inhibition curve with a large enough effect, not every such curve was filed as active; inconclusive = small, poorly fitted or top-dose-only effect, or another doubt; inactive = no such curve, though single readings can be large or run the other way;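 also: plate controls were no enzyme wells and a reference inhibitor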
# Active calls of the source: *; i = inactive; ? = inconclusive; · = not tested or not shown; & = joins results of further samples; [ ] = dose if it differs, or a comment. Unless noted, calls follow the shape of the dose curve; as a rule, active = well fitted curve in the direction sought with a large enough effect; inconclusive = small, poorly fitted or top-dose-only effect, or another doubt; inactive = no such curve, though single readings can be large; an effect the other way counts as inactive or inconclusive. Potency is read from the fitted curve at half-maximal effect.
SMILES,SMN2 splice enh,KinaseGlo FLuc,Tau fibril ThT,L3MBTL1 inh,RECQ1 helicase,JMJD2E inh,Lamin A splicing,ALDH1A1 inh
Cc1cc(NC(=O)CSc2nnnn2C2CCCC2)no1,16%,-2%,-10%,·,i,12%,-4%,?
CS(=O)(=O)N(CC(=O)Nc1ccc(Cl)c(Cl)c1)C1CCCCC1,-18%,7%,-4%,·,-2%,-3%,-13%,?
O=C(CCl)NC1(C(F)(F)F)C(=O)Nc2c1c(=O)[nH]c(=O)n2-c1ccccc1 (stereo unspecified),·,·,1%,7%,-6%,4%,·,·
Cn1nnc2c(sc3nc(N4CCOCC4)c4c(c32)CCCC4)c1=O,-14%,1%,-4%,1%,-4%,-2%,?,-6%
CCOC(=O)/C(C#N)=C/c1cn(CCOc2ccc(OC)cc2)c2ccccc12,-21%,-2%,-7%,-3%,-15%,?,-3%,?
COC(=O)c1[nH]c2ccc(C)cc2c1NS(=O)(=O)c1ccc(F)c(C)c1,-38%[inhibitor],-3%,6%,-13%,7%,4%,-11%,?
O=[N+]([O-])c1ccccc1S(=O)(=O)NCC1CCC(CNCC2CCc3ccccc3C2)CC1 (stereo unspecified),-9%,1%,-11%,·,i,5%,·,-7%
COc1ccc(N2C3=C(CC4=C2CCCC4=O)C(=O)CCC3)cc1,-8%,1%,?,-17%,-18%,?,9%,?
O=c1cc(CN2CCOCC2)c2c(ccc3ccccc32)o1,17%,-3%,-6%,-4%,-3%,-5%,10%,?
CC(C)NC(=O)N1CC[C@@]2(CCCN(S(=O)(=O)c3ccccc3)C2)C1,-3%,-3%,·,·,i,·,·,16%
Cc1ccc2c(c1)NC(C(C)(C)C)CO2 (stereo unspecified),2%,1%,-2%,0%,-6%,4%,-3%,4%
CC1Cc2ccccc2N1C(=O)C1CCN(S(=O)(=O)c2cccs2)CC1 (stereo unspecified),5%,-4%,-4%,·,-7%,0%,2%,5%
CCn1nc(C)c(NC(=O)CCCSc2nc(-c3ccco3)cc(C(F)(F)F)n2)c1C,-87%[inhibitor],5%,?,-2%,-6%,-4%,?,?
N#Cc1c(-c2ccccc2)ccn(Cc2ccc(Cl)cc2)c1=O,-8%,-2%,4%,5%,i,?,8%,?
C=CCn1c(SCC(=O)c2c(N)n(CCC)c(=O)n(C)c2=O)nnc1-c1ccncc1,-8%,4%,-2%,9%,7%,-4%,7%[46 µM],-1%
CCCCN(C)CCCNC(=O)c1cc(=O)[nH]c2ccc(S(=O)(=O)N3CCCCC3C)cc12 (stereo unspecified),25%,3%,-11%,·,4%,1%,·,-1%
O=C(CN(Cc1ccccc1)S(=O)(=O)c1ccccc1)N/N=C/c1ccc([N+](=O)[O-])cc1,-19%,0%,10%,-18%,-2%,-1%,?,-55%
CCOc1ccc(OCCN2C(=O)NC(Cc3c[nH]c4ccccc34)C2=O)cc1 (stereo unspecified),-49%[inhibitor],-6%,-11%,·,-10%,8%,-13%,6%
COc1ccc(CCNC(=O)CSc2ccc3ccccc3c2)cc1OC,·,·,?,-7%,-12%,-1%,-12%,-2%
O=C(c1sc2ccccc2c1Cl)N1CCN(c2ccccc2F)CC1,-7%,1%,-13%,9%,-13%,7%,-20%,-15%
O=C1C(Cl)=C(NCC2CCCO2)C(=O)N1C1CCCCC1 (stereo unspecified),-15%,0%,-12%,37%[activator],-8%,0%,-7%,4µM*
COc1ccc(C(=S)N2CCCCC2)cc1Br,-2%,-1%,6%,-8%,i,-2%,?,-4%
CS(=O)(=O)N(Cc1ccccc1Cl)c1ccc(C(=O)NCc2ccccn2)cc1,2%,-4%,-3%,-1%,i,-10%,3%,-6%
O=C(/C=C/c1cccnc1)c1ccc(O)cc1,·,·,?,2%,-10%,19%,·,·

# 2 compounds drawn at random from the list so far, as already listed:
SMILES,SMN2 splice enh,KinaseGlo FLuc,Tau fibril ThT,L3MBTL1 inh,RECQ1 helicase,JMJD2E inh,Lamin A splicing,ALDH1A1 inh
CC(C)NC(=O)N1CC[C@@]2(CCCN(S(=O)(=O)c3ccccc3)C2)C1,-3%,-3%,·,·,i,·,·,16%
C=CCn1c(SCC(=O)c2c(N)n(CCC)c(=O)n(C)c2=O)nnc1-c1ccncc1,-8%,4%,-2%,9%,7%,-4%,7%[46 µM],-1%

# Continued.
SMILES,SMN2 splice enh,KinaseGlo FLuc,Tau fibril ThT,L3MBTL1 inh,RECQ1 helicase,JMJD2E inh,Lamin A splicing,ALDH1A1 inh
Cc1ccc(-c2noc(-c3c(C)noc3C)n2)cc1,·,·,-3%,6%,-3%,-3%,·,-4%
CCOC(=O)c1c(C)n(C)c2ccc(O)c(CN3CCC(C)CC3)c12,-15%,4%,-16%,-6%,-5%,1%,0%,-8%
COc1ccc2c(C)cc(SCC#N)nc2c1,-2%,-3%,-11%,32%[activator],i,0%,-6%,-10%
CC(=O)Nc1ccc(S(=O)(=O)C(C#N)c2nc3ccccc3nc2NCCO)cc1 (stereo unspecified),·,·,?,-1%,7%,?,·,?
CCOc1ccc(-n2c(=O)[nH]cc(C(=O)N3CCc4ccccc43)c2=O)cc1,11%,-5%,-15%,-10%,9%,1%,-1%,-10%
CSc1nnc(C)c(/C=C/NOCc2cccc(F)c2)n1,-14%,-1%,10%,-11%,i,-2%,·,0%
O=C1CCC(c2ccccc2)=NN1Cc1c(F)cccc1Cl,-9%,4%,-3%,1%,-3%,0%,?,?
COc1ccc(CN(Cc2cc3cc4c(cc3[nH]c2=O)OCO4)C(=O)NC2CCCCC2)cc1,-7%,5%,?,3%,-9%,?,?,?
O=C(c1cc(-c2ccccc2Cl)on1)N1CCN(C(=O)c2ccco2)CC1,5%,2%,-16%,-3%,i,1%,15%,2%
CCOC(=O)N1CCC(NC(=O)Cn2cc3c(n2)CCCC3)CC1,4%,3%,-8%,4%,-17%,-4%,-10%,-2%
Nc1ccccc1C(=O)N(Cc1ccccc1)Cc1ccccc1,-18%,-1%,0%,-11%,-3%,?,5%,0%
COc1ccccc1CNC(=O)CCCOc1cc(=O)n(C)c2ccccc12,23%,3%,-9%,1%,-6%,-4%,?,13%
Cc1ccsc1C(=O)OCC(=O)NCc1ccc2c(c1)OCO2,11%,-10%,?,-5%,-7%,-3%,-4%,-3%
Cn1c(NCc2cc(Br)ccc2O)nc2ccccc21,-8%,-1%,-5%,26%,-2%,-10%,-2%,?
Nc1cc(Oc2ccc(F)cc2F)cc([N+](=O)[O-])c1,·,·,-13%,·,-2%,-3%,·,0%
Cc1c(C(=O)NCC2CCCO2)oc2ccc(S(=O)(=O)N3CCCC3)cc12 (stereo unspecified),-9%,0%,-8%,7%,-7%,7%,15%,?
Cc1cccc2nc(-c3cccc(NC(=O)Cc4ccccc4)c3)cn12,2%,-9%,-8%,-11%,-7%,?,-4%,?
CCNc1ncc2nc(-c3ccccc3)c(=O)n(CCc3ccccc3)c2n1,16%,-2%,·,·,i,·,·,?
CCN(CC)C(=O)CSc1nc(N)c(C(=O)Nc2ccc(OC)cc2)s1,-23%,-3%,-5%,0%,-2%,7%,1%,?
CCOC(=O)c1cnc(-n2[nH]c(C)cc2=O)[nH]c1=O,-6%,-4%,?,3.2µM*,-8%,?,·,5%
Cc1cc(C)c(C)c(OCCCn2ccnc2)c1,-1%,2%,-16%,·,-6%,?,-15%,?
COc1ccc(OC)c(CN2C(=O)c3ccccc3C2C(=O)NCC2CCCO2)c1 (stereo unspecified),-35%[inhibitor],-4%,4%,·,-2%,5%,?,6%
OCCC#Cc1ccc(CN2CCN(C3CCCCC3)C(CCO)C2)cc1 (stereo unspecified),·,-1%,-8%,5%,-10%,0%,-1%[46 µM],5%
CC(C)CCN1CCN(Cc2ccc(Sc3nncn3C)o2)CC1CCO (stereo unspecified),-9%,-4%,-2%,-8%,19%,-2%,·,6%
Cc1csc(NC(=O)Cc2nn(C)c(=O)c3ccccc23)n1,-83%[inhibitor],-1%,-13%,·,-11%,3%,?,7%
O=C(NCc1ccccc1Cl)c1ccc(S(=O)(=O)Nc2cccc(C(F)(F)F)c2)cc1,-8%,-1%,?,3%,-15%,-7%,?,7%
NS(=O)(=O)c1ccc(O)c(NC(=O)c2ccc([N+](=O)[O-])o2)c1,·,·,25µM*,-8%,i,?,·,2.5µM*
CCOC(=O)COn1c(=O)c[n+]([O-])c2ccccc21,2%,-3%,-12%,6%,-1%,?,6%,?
COc1ccc(C(=O)NC2CCCc3ccccc32)cc1S(=O)(=O)N1CCOCC1 (stereo unspecified),13%,5%,-3%,4%,-4%,8%,-14%[46 µM],5%
COCCN(C(=O)c1csnn1)C(C(=O)NC1CCCCC1)c1sccc1C (stereo unspecified),-8%,1%,-6%,·,-11%,-3%,17%,?
COC(=O)C1OC(=O)C2OC23[C@]2(C)C(O)CC4C(C)(C)C(OC(C)=O)CC(OC(C)=O)[C@@]4(C)C2CC[C@@]13C (stereo partly specified),-9%&-8%,-1%&-3%,-3%&-9%,·,15%&10%,-2%&4%,·,-1%&5%
CC1=Nc2ccccc2/C1=C\c1nc(-c2ccccc2)oc1O,-12%,-2%,5µM*,·,-8%,-8%,1%,-11%
COc1ccccc1N1CCN(C(=S)NC(=O)/C=C/c2ccccc2)CC1,·,·,-6%,-4%,-3%,-5%,·,·
COc1ccc(N2C(=O)/C(=C\c3ccco3)N=C2SCC(N)=O)cc1Cl,6%,1%,?,?,-4%,-12%,-17%[46 µM],-14%
CCOC(=O)C1CCCN(C(=O)CCNS(=O)(=O)c2ccc3c(c2)CCC(=O)N3)C1 (stereo unspecified),·,·,-4%,1%,-4%,?,1%,47%[activator]
Clc1ccc(-c2csc(N3CCOCC3)n2)cc1,18µM*,5%,-17%,16%,-4%,0%,13%[46 µM],0%
COc1ccc(C(c2nnnn2Cc2ccccc2)N2CCN(C(=O)c3ccco3)CC2)cc1OC (stereo unspecified),4%,-1%,-4%,8%,i,2%,6%,-14%
COC(=O)c1nc(NC(=O)c2ccccc2Br)n[nH]1,-1%,8%,?,20%,-7%,10%,-8%[46 µM],8%

# An excerpt; rates above refer to the full screens.
